Source: PubChem BioAssay
PTHR1 ag: activates the human parathyroid hormone receptor PTHR1; Q03431; HEK293 GP2 PTHR1 cells, GloSensor cAMP luminescence, 1 h; Potency, µM (titrated, usually from 115 µM), for the others: top-dose activation, actives largely listed as activators; hit rate 0.075% among 410,000; AID 743266; note: potency is the fitted concentration of half-maximal effect; nearly all actives have a fitted effect of over 55% in size; some results filed as inactive show a strong effect at the top dose; inactives centre near -15; many of its hits are not listed in these tables
Target sequence (Q03431 whole entry, looked up): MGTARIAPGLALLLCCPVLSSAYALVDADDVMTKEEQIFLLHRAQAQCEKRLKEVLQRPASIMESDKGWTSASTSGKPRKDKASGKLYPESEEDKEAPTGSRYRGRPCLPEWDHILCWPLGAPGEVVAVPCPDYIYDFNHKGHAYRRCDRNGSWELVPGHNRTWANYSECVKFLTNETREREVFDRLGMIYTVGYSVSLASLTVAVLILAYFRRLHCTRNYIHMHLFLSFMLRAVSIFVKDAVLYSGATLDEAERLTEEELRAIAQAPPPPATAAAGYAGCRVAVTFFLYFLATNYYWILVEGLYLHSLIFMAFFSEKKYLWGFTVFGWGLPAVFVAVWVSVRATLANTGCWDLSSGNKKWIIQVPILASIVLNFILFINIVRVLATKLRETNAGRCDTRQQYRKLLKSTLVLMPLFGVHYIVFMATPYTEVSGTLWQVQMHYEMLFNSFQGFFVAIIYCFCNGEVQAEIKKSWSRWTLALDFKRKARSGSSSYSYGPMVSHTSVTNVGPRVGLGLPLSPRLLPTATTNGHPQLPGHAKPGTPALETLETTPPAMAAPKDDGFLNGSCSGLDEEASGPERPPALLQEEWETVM
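HEK-293-derived GP2 cells expressing PTHR1 and a GloSensor cAMP reporter, 3,000/well, plated overnight, given luciferin plus IBMX (each 0.5 mM as added) for 1 h at 37 °C, then compound for 1 h at 37 °C. Luminescence was read after 15 min at room temperature.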
DRD3 antagonist: antagonists of human D3 dopamine receptor; P35462; D3R cells, DiscoveRx beta-arrestin luminescence, antagonist mode; stronger effect = lower value; hit rate 2.5% among 360,000; max response, negative = inhibition, %; in the data active = max response below about -50%; inconclusive = no clear call, values can overlap the other calls; note: % is set by controls: 0 for no effect and ±100 for the full control effect; mostly tested at two doses, the higher about 12 µM
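Cells expressing the human receptor were seeded at 1500 cells/well, incubated overnight at 37 degrees C in 5% CO2, then exposed to library compounds with dopamine controls for 90 minutes at 37 degrees C before luminescent detection.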
TDP43 rescue: TDP-43 toxicity inhibition in yeast; TDP-43 expressing yeast growth rescue, BacTiter-Glo, 24 h; Potency, µM (titrated, usually from 46.1 µM), for the others: top-dose growth rescue (activation), actives largely listed as activators; hit rate 1.8% among 410,000; AID 652104; note: potency is the fitted concentration of half-maximal effect; % of control where 0% means no effect; nearly all actives have a fitted effect of over 50% in size
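Growth rescue of TDP-43-toxic yeast measured as ATP luminescence (BacTiter-Glo). Cells grown to mid-log in raffinose, induced in galactose at OD600=0.02, exposed to compound 24 hr at 30 deg C.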
GLP1R inv ag: inverse agonists of human GLP-1 receptor | Potency, µM (doses to about 38.3 µM), inactives show top-dose activity change, negative = inhibition, actives largely listed as inhibitors | hit rate 1.6% among 410,000 | AID 624417 | HEK293 GLP-1R CRE-luciferase, luminescence, 24 h; GLP-1R form is constitutively active; note: potency is the fitted concentration of half-maximal effect; % is set by controls: 0 for no effect and ±100 for the full control effect; nearly all actives have a fitted effect of over 55% in size
Target sequence (P43220 whole entry, looked up): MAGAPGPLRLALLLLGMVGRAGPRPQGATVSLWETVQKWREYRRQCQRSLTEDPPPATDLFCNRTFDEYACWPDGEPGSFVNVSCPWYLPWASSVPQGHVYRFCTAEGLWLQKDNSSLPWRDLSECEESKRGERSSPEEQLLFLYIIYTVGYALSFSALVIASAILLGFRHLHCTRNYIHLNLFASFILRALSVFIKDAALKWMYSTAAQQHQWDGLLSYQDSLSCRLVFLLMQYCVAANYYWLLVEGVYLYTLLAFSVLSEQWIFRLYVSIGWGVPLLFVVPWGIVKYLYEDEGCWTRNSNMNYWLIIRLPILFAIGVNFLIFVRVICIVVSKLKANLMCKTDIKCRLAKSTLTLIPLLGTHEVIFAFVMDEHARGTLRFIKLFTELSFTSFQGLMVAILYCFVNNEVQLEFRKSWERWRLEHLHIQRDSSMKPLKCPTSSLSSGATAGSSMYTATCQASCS
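Cells are plated, allowed 12 hours at 37 deg C, then treated with compounds for 24 hr before luciferase detection reagent is added and luminescence is read after 12 min at room temperature. The HEK293 line carries constitutively active GLP-1R with a cAMP-responsive reporter.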
aSyn rescue: rescues yeast growth from alpha-synuclein toxicity; Yeast expressing alpha-synuclein, growth rescue, BacTiter-Glo, 24 h; Potency, µM (doses to about 46.1 µM), inactives show at the top dose growth rescue (activation), actives largely listed as activators; hit rate 0.14% among 370,000; AID 652106; note: potency is the fitted concentration of half-maximal effect; % of control where 0% means no effect; nearly all actives have a fitted effect of over 65% in size
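Readout is rescue of growth in alpha-synuclein-expressing yeast, so inhibitors of toxicity appear as activators. Growth after 24 hr at 30 deg C in galactose medium is quantified by luminescence.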
HEK293 tox: cytotoxicity in counter-screen for GLP-1R inverse agonists. hit rate 0.13% among 410,000. Potency, µM (doses to about 38.3 µM), for the others: top-dose activity change, negative = inhibition, actives largely listed as inhibitors. HEK293 cAMP-luciferase reporter cells, luminescence, 24 h;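 note: loss of luciferase light is scored as toxicity; potency is the fitted concentration of half-maximal effect; % is set by controls: 0 for no effect and ±100 for the full control effect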
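Luminescence readout: signal drop marks cytotoxicity. Plated cells grew 12 h at 37 °C, 5% CO2, received 23 nL compound for 24 h, then got luciferase reagent, read after 12 min at RT.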
DRD3 agonist: agonists of human D3 dopamine receptor; hit rate 0.58% among 410,000; max activation, %; D3R DiscoveRx beta-arrestin cells, luminescence, 90 min; in the data active = max activation above about 30%; note: 0% is about no effect; mostly tested at two doses, the higher about 12 µM
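Cells at 1500/well, incubated overnight, then treated with pinned compounds (dopamine as control) for 90 min at 37 degrees C. DiscoveRx reagent added for 30 - 60 minutes at room temperature; luminescence read.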
GLP-1R agonist: agonists of human GLP-1 receptor; HEK293 GLP-1R CRE-luciferase, luminescence, 4-6 h; cells express a hypersensitive GLP-1R form; hit rate 0.007% among 380,000; AID 624172; Potency, µM (titrated, usually from 45.6 µM), inactives show at the top dose activation, actives largely listed as activators; note: potency is the fitted concentration of half-maximal effect; % of control where 0% means no effect
KB-V1 cytotox: KB-V1 MDR subline cytotoxicity | Potency, µM (highest dose often 46.1 µM), for the others: at the highest dose activity change, negative = cytotoxicity, most hits filed as cytotoxic | KB-V1 MDR cells viability, CellTiter-Glo, 72 h | hit rate 3.4% among 400,000 | AID 1347076; note: potency is the fitted concentration of half-maximal effect; % is set by controls: 0 for no effect and ±100 for the full control effect; nearly all actives have a fitted effect of over 60% in size
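Luminescent ATP read-out (CellTiter-Glo, 10 min) measures survival of drug-selected KB-V1 MDR cells after 72 h, 37 degrees C compound exposure. Medium: phenol-red-free DMEM, 10% FBS. Values from fitted concentration-response curves.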
* marks the source's active call; other numbers are inactive results; [ ] = dose if it differs, or a comment. Unless noted, calls come from the whole dose curve; as a rule, active = well fitted curve in the direction sought with a large enough effect; inconclusive = small, poorly fitted or top-dose-only effect, or another doubt; inactive = no such curve, though single readings can be large; an effect the other way counts as inactive or inconclusive. Not all compounds are listed. The share of hits here may be higher or lower than overall.

Results for COc1cccc(/C=N/Nc2ccc([N+](=O)[O-])cn2)c1O ?
PTHR1 ag: -34.8%[inhibitor]; DRD3 antagonist: inconclusive; TDP43 rescue: -49.8%[inhibitor]; GLP1R inv ag: inconclusive; aSyn rescue: 1.9%; HEK293 tox: inconclusive; DRD3 agonist: 8.6; GLP-1R agonist: 0.1%; KB-V1 cytotox: -21.2%

What do the screens show for `Cc1ccc(-c2nnc(Nc3ccc(CC(N)=O)cc3)c3ccccc23)cc1S(N)(=O)=O`?
PTHR1 ag: inactive; DRD3 antagonist: 27.6; TDP43 rescue: 10.1%; GLP1R inv ag: 18.2%; aSyn rescue: 0.5%; HEK293 tox: -2.3%; DRD3 agonist: 3.6; GLP-1R agonist: 5.5%; KB-V1 cytotox: -6.4%

How did COc1cc(C2=NOC(C(=O)N3CCOCC3)C2)cc(OC)c1OC (stereo not given) do in these assays?
PTHR1 ag: inactive; DRD3 antagonist: 8.9; TDP43 rescue: -21.8%; GLP1R inv ag: 9.2%; aSyn rescue: 6.8%; HEK293 tox: 4.2%; DRD3 agonist: 17.8; GLP-1R agonist: -5.2%; KB-V1 cytotox: 5.3%

How did Cc1ccc(OCCCN2CCC(C(O)(c3ccccc3)c3ccccc3)CC2)cc1 do in these assays?
PTHR1 ag: inactive; DRD3 antagonist: -10.5; TDP43 rescue: 23.4%; GLP1R inv ag: inconclusive; aSyn rescue: -21.8%; HEK293 tox: -9.1%; DRD3 agonist: -12.3; GLP-1R agonist: -9.7%; KB-V1 cytotox: 20.6µM*

What do the screens show for `CC(C)OCCCNC(=O)c1cc(-c2cccnc2)nc2ccccc12`?
PTHR1 ag: inactive; DRD3 antagonist: 52.4; TDP43 rescue: 16.8%; GLP1R inv ag: 9.6%; aSyn rescue: 7.7%; HEK293 tox: 3.3%; DRD3 agonist: 15.4; GLP-1R agonist: 7.7%; KB-V1 cytotox: -19.1%

How did COc1ccc(-n2ccnc(NCc3ccccc3Cl)c2=O)cc1OC do in these assays?
PTHR1 ag: inactive; TDP43 rescue: 18.1%; GLP1R inv ag: 10.6%; HEK293 tox: 8.6%; DRD3 agonist: 7.6; KB-V1 cytotox: 0.5%

How did Cc1ccccc1NC(=O)c1cc(C(=O)c2cc(Cl)ccc2O)cn(-c2ccccc2C)c1=O do in these assays?
PTHR1 ag: -31.6%[inhibitor]; DRD3 antagonist: 6.0; TDP43 rescue: 11.6%; GLP1R inv ag: inconclusive; aSyn rescue: 13.9%; HEK293 tox: -20.6%; DRD3 agonist: 9.0; GLP-1R agonist: -15.8%; KB-V1 cytotox: 9.2µM*

Results for COc1ccc(-c2nnc(SCC(=O)Nc3ccc(C(C)C)cc3)nc2-c2ccc(OC)c(OC)c2)cc1OC ?
PTHR1 ag: inactive; TDP43 rescue: 0.0%; GLP1R inv ag: 0.9%; HEK293 tox: 2.3%; DRD3 agonist: 4.7; KB-V1 cytotox: 10.8%

How did Oc1ccc(Cc2ncc(C(F)(F)F)cc2Cl)cc1 do in these assays?
PTHR1 ag: -57.7%[inhibitor]; DRD3 antagonist: 2.4; TDP43 rescue: 5.4%; GLP1R inv ag: inconclusive; aSyn rescue: 13.6%; HEK293 tox: -1.1%; DRD3 agonist: -4.8; GLP-1R agonist: 23.9%; KB-V1 cytotox: 0.6%

Results for CC(NC(=O)Cn1cc(Br)c([N+](=O)[O-])n1)c1ccccc1 (stereo not given) ?
PTHR1 ag: -24.0%; DRD3 antagonist: 0.9; TDP43 rescue: 12.5%; GLP1R inv ag: -16.9%; aSyn rescue: 9.6%; HEK293 tox: -8.7%; DRD3 agonist: 1.1; GLP-1R agonist: -9.1%; KB-V1 cytotox: -10.5%

Results for Cc1ccccc1CN1C(=O)C(O)(CC(=O)c2cccc(Br)c2)c2ccccc21 (stereo not given) ?
PTHR1 ag: -14.2%; TDP43 rescue: 23.1%; GLP1R inv ag: inconclusive; HEK293 tox: -9.0%; DRD3 agonist: 1.9

Results for CCOC(=O)C1=C(COC(=O)Cc2ccc(OC)c(OC)c2)NC(=O)NC1C (stereo not given) ?
PTHR1 ag: 13.2%; DRD3 antagonist: 8.0; TDP43 rescue: 3.2%; GLP1R inv ag: 23.5%; aSyn rescue: -2.4%; HEK293 tox: 4.7%; DRD3 agonist: 3.2; GLP-1R agonist: 9.7%; KB-V1 cytotox: 15.6%

What do the screens show for `CN(C(=O)COC(=O)COc1ccc2c(c1)CCC2)c1c(N)n(Cc2ccccc2)c(=O)[nH]c1=O`?
PTHR1 ag: -56.6%[inhibitor]; DRD3 antagonist: 2.3; TDP43 rescue: -14.6%; GLP1R inv ag: 20.8%; aSyn rescue: 2.3%; HEK293 tox: -8.7%; DRD3 agonist: 22.9; GLP-1R agonist: 6.1%; KB-V1 cytotox: 0.0%

Results for CCN(CC)C(=O)OCc1c(-c2ccccc2)ncc2ccccc12 ?
PTHR1 ag: -29.7%; DRD3 antagonist: 1.1; TDP43 rescue: 13.4%; GLP1R inv ag: -8.0%; aSyn rescue: 2.2%; HEK293 tox: -10.1%; DRD3 agonist: -16.8; GLP-1R agonist: 15.3%; KB-V1 cytotox: -18.5%

What do the screens show for `O=c1cc2ncc(-c3[nH]ncc3[N+](=O)[O-])cn2[nH]1`?
PTHR1 ag: inconclusive; DRD3 antagonist: -20.8; TDP43 rescue: 5.5%; GLP1R inv ag: 18.6%; aSyn rescue: 1.5%; HEK293 tox: -27.8%; DRD3 agonist: -12.0; GLP-1R agonist: -5.4%; KB-V1 cytotox: -7.9%

Results for Cc1ccc(O)c(C2=NNC(c3ccc(Cl)cc3)C2)c1 (stereo not given) ?
PTHR1 ag: -32.6%[inhibitor]; DRD3 antagonist: -4.6; TDP43 rescue: -7.2%; GLP1R inv ag: inconclusive; aSyn rescue: 6.1%; HEK293 tox: 0.5%; DRD3 agonist: -6.9; GLP-1R agonist: -2.4%; KB-V1 cytotox: -20.8%

Results for CN(C)C(CNC(=O)C1CCN(S(=O)(=O)c2ccccc2)CC1)c1ccccc1 (stereo not given) ?
PTHR1 ag: inconclusive; DRD3 antagonist: -16.1; TDP43 rescue: -16.5%; GLP1R inv ag: inconclusive; aSyn rescue: -10.8%; HEK293 tox: 14.4%; DRD3 agonist: -10.0; GLP-1R agonist: -0.8%; KB-V1 cytotox: 0.0%

What do the screens show for `O=C(COc1ccccc1[N+](=O)[O-])NCC1(N2CCCCC2)CCCCC1`?
PTHR1 ag: -4.4%; DRD3 antagonist: -15.9; TDP43 rescue: 7.1%; GLP1R inv ag: 4.8%; aSyn rescue: -5.4%; HEK293 tox: -3.4%; DRD3 agonist: -6.0; GLP-1R agonist: 0.9%; KB-V1 cytotox: -12.1%

What do the screens show for `Nc1ncnc2nc(SCCOc3ccc(Cl)cc3)[nH]c12`?
PTHR1 ag: inactive; DRD3 antagonist: -12.8; TDP43 rescue: 15.5%; GLP1R inv ag: 70.2%[activator]; aSyn rescue: -0.5%; HEK293 tox: -15.4%; DRD3 agonist: 0.4; GLP-1R agonist: 22.3%; KB-V1 cytotox: inconclusive

What do the screens show for `COc1ccc(-n2nc(C(=O)NCC(=O)NC(C)C)c3ccccc3c2=O)c(OC)c1`?
PTHR1 ag: inactive; DRD3 antagonist: -12.0; TDP43 rescue: -24.5%; GLP1R inv ag: 17.0%; aSyn rescue: -1.6%; HEK293 tox: -0.6%; DRD3 agonist: -17.3; GLP-1R agonist: 9.8%; KB-V1 cytotox: 14.4%

Results for Cc1ccc(C)c(C(=O)CCC(=O)OCn2nnc3ccccc3c2=O)c1 ?
PTHR1 ag: inconclusive; DRD3 antagonist: -7.9; TDP43 rescue: 25.2%; GLP1R inv ag: 11.0%; aSyn rescue: 3.4%; HEK293 tox: 13.5%; DRD3 agonist: 3.0; GLP-1R agonist: -3.7%; KB-V1 cytotox: -15.8%

How did CCOC(=O)CSc1nc(-c2ccccc2)nc2ccc(F)cc12 do in these assays?
PTHR1 ag: 22.0%[57.5 µM]; DRD3 antagonist: 30.4; TDP43 rescue: -5.4%; GLP1R inv ag: 0.0%; aSyn rescue: 2.3%; HEK293 tox: 12.0%; DRD3 agonist: 23.6; GLP-1R agonist: 5.7%; KB-V1 cytotox: -5.0%

How did CC(C)C(=O)Nc1ccc2c(c1)nc(CCN1CCCCC1)n2C do in these assays?
PTHR1 ag: inactive; DRD3 antagonist: -2.6; TDP43 rescue: 10.4%; GLP1R inv ag: 3.3%; aSyn rescue: -0.8%; HEK293 tox: -8.1%; DRD3 agonist: -2.7; GLP-1R agonist: 6.8%; KB-V1 cytotox: 21.6%

What do the screens show for `CCNC(=S)N(Cc1cc2cccc(C)c2[nH]c1=O)C1CCCC1`?
PTHR1 ag: -6.4%; DRD3 antagonist: 16.6; TDP43 rescue: -21.9%; GLP1R inv ag: inconclusive; aSyn rescue: -4.5%; HEK293 tox: 5.8%; DRD3 agonist: 3.2; GLP-1R agonist: 8.5%; KB-V1 cytotox: 18.4µM*

Results for N#Cc1c(-c2ccco2)cc(-c2cccnc2)nc1N ?
PTHR1 ag: inactive; DRD3 antagonist: 13.4; TDP43 rescue: inconclusive; GLP1R inv ag: 46.3%[activator]; aSyn rescue: 1.4%; HEK293 tox: -0.3%; DRD3 agonist: 3.4; GLP-1R agonist: inconclusive; KB-V1 cytotox: -13.1%
